# LYP inhibition – inhibitors of LYP phosphatase, biochemical, fluorescence intensity, uHTS (AID 1779) | inhibition, % at 11.5 µM, or IC50 in µM where a hit was titrated | 290,000 tested, 0.054% active | recombinant LYP phosphatase, fluorescence intensity; higher % means a stronger effect; in the data active means inhibition above about 50%;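 further: plate controls were vehicle with enzyme for no effect and no enzyme for full effect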
# GPR35 antagonists – GPR35 antagonists blocking zaprinast-driven arrestin recruitment, primary screen, imaging, U2OS, beta-arrestin-GFP, zaprinast agonist (AID 2058); U2OS GPR35 beta-arrestin-GFP translocation imaging, zaprinast antagonism; higher % means a stronger effect; one-dose inhibition, % at 10 µM; IC50 in µM for titrated hits; 290,000 tested, 0.052% active;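 active means inhibition of at least 50% with at least 30 cells and total cytoplasm GFP at most 10,000,000; inconclusive means under 30 cells or total GFP of 10,000,000 plus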
# RSV CPE inhibition – inhibition of RSV-induced cytopathic effect – HEp-2 cells, primary 10 µM value included (AID 2391) | HEp-2 cells, RSV-induced CPE inhibition; higher % means a stronger effect | CPE inhibition, % at 10 µM; hits with a dose series show IC50 in µM | 310,000 tested, 0.13% active; in the data active means a potency from the dose series; inconclusive means CPE inhibition mostly from about 23% at the one dose, without a potency; inactive means the rest, 99 in 100 with CPE inhibition below about 21%; further: strong numbers were not always called active
# West Nile virus CPE – inhibition of WNV-induced cytopathic effect – cell-based, CPE readout (AID 1621) | West Nile virus-infected cells, CPE inhibition; higher % means a stronger effect | one-dose CPE inhibition, % at 10 µM; IC50 in µM for titrated hits | 290,000 tested, 0.02% active; in the data active means a potency from the dose series; inconclusive means CPE inhibition mostly from about 3.7% at the one dose, without a potency; inactive means the rest, 99 in 100 with CPE inhibition below about 2.2%; further: strong numbers were not always called active
# Rac1 GTP hydrolysis – MgcRacGAP GTPase-activating activity inhibitors, confirmation, biochemical, ADP Hunter fluorescence; MgcRacGAP-stimulated Rac1 GTP hydrolysis, ADP Hunter fluorescence; higher % means a stronger effect; GST-tagged Rac1 F28L mutant substrate; inhibition, % at 30 µM; hits with a dose series show IC50 in µM; AID 624330; 340,000 tested, 0.6% active;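 active means first-screen hits whose inhibition reached a set limit at any dose in the follow-up dose series; inconclusive means inhibition above the set first-screen limit but never retested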;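 further: fluorescence reports GDP produced by GAP-driven GTP hydrolysis; strong numbers were not always called active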
# Large T inhibition – TAg ATPase/helicase activity blockers – biochemical (AID 1903); SV40 large T antigen ATPase/helicase inhibition assay; higher % means a stronger effect; one-dose inhibition, % at 20 µM; IC50 in µM for titrated hits; 310,000 tested, 0.39% active; in the data active means a potency from the dose series; inconclusive means inhibition mostly from about 32% at the one dose, without a potency; inactive means the rest, 99 in 100 with inhibition below about 32%; further: strong numbers were not always called active
# Dengue-2 NS5 capping – flavivirus cap methylation enzyme inhibition – biochemical, confirmation dose response, primary screen (AID 588689). Dengue-2 NS5 methyltransferase capping enzyme assay, biochemical; higher % means a stronger effect. one-dose inhibition, % at 25 µM; IC50 in µM for titrated hits. 340,000 tested, 0.3% active; in the data active means a potency from the dose series; inconclusive means inhibition above about 29% without an active follow-up result
# Salmonella PhoP GFP – PhoP-dependent GFP reporter repression – Salmonella Typhimurium, primary screen (AID 1863); one-dose inhibition, % at 50 µM; IC50 in µM for titrated hits; 300,000 tested, 0.16% active; S. Typhimurium PhoP-regulated promoter GFP reporter, 4 h; higher % means a stronger effect;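 active means inhibition over 29.93%, a cutoff 3 SD above the screen mean, later confirmed by dose response; inconclusive means inhibition over 29.93% but no dose response follow-up; inactive means inhibition at most 29.93% or unconfirmed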;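 further: 0% = low Mg2+ inducing control and 100% = high Mg2+ repressing control; strong numbers were not always called active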
# ER stress rescue – rescue of cells from ER stress-induced death, primary screen, 384-well, CSM14.1, thapsigargin, ATP luminescence (AID 1222). CSM14.1 thapsigargin-induced death rescue, ATP luminescence; higher % means a stronger effect. cellular ATP content (survival), % at 20 µM, or EC50 in µM where a hit was titrated. 190,000 tested, under 10 active;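 active means EC50 below 50 µM in the dose-response confirmation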;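 further: death triggered by thapsigargin at about 15 µM added after 2 h compound pretreatment; cell ATP read after overnight thapsigargin exposure of roughly 18 to 22 hours; normalized against plate controls of thapsigargin alone and 5% DMSO vehicle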
# Dengue-2 NS5 capping pilot replicate – second read-out of Dengue-2 NS5 capping, no call of its own (marks repeat the call); inhibition, %; measured here: pilot screen replicate inhibition
# * hit, by the source's call; ? = inconclusive; . = no result given.
# Sample of the layout (8 entries):
SMILES,LYP inhibition,GPR35 antagonists,RSV CPE inhibition,West Nile virus CPE,Rac1 GTP hydrolysis,Large T inhibition,Dengue-2 NS5 capping,Salmonella PhoP GFP,ER stress rescue,others
O=C(Nc1ncc([N+](=O)[O-])s1)C1CC(=O)N(c2ccc(F)cc2)C1 (centres undefined),0%,-8%,2.1%,0.2%,2%,7%,-15%,-4%,.,
COC(=O)CC(c1ccc(F)cc1)n1c(C)ccc1C (centres undefined),-5%,19%,1.3%,-0.4%,-4%,4%,-5%,3%,-2.1%,
CC(=C\C(=O)O)/C(=C\c1cccc2ccccc12)C(=O)O,-4%,5%,0.7%,-0.1%,-5%,-3%,-1%,0%,.,
COc1ccc(C2NC(=O)CS2)cc1OC (centres undefined),-6%,-4%,0.6%,1.6%,2%,14%,11%,-2%,2.4%,
O=C(CS(=O)c1ccc(C(F)(F)F)cc1[N+](=O)[O-])Oc1ccccc1 (centres undefined),-10%,22%,0.6%,1.6%,22%,6%,-9%,4%,-1.3%,
Cc1ccc(N(C(=O)C2CCCC2)C2C=CS(=O)(=O)C2)cc1C (centres undefined),1%,-6%,-0.8%,0.3%,3%,4%,0%,-10%,.,
CN(C)/C=C\C(=C/C(=O)C(F)(F)F)Nc1ccccc1Oc1ccccc1,0%,1%,0.5%,-1.1%,6%,8%,-12%,5%,-1.1%,
O=C(NCc1ccc(F)cc1)c1nc(-c2cccs2)no1,5%,4%,4.4%,-0.9%,-5%,12%,5%,-5%,-0.7%,

# Results, from the first entry:
SMILES,LYP inhibition,GPR35 antagonists,RSV CPE inhibition,West Nile virus CPE,Rac1 GTP hydrolysis,Large T inhibition,Dengue-2 NS5 capping,Salmonella PhoP GFP,ER stress rescue,others
O=C(Nc1ncc([N+](=O)[O-])s1)C1CC(=O)N(c2ccc(F)cc2)C1 (centres undefined),0%,-8%,2.1%,0.2%,2%,7%,-15%,-4%,.,
COC(=O)CC(c1ccc(F)cc1)n1c(C)ccc1C (centres undefined),-5%,19%,1.3%,-0.4%,-4%,4%,-5%,3%,-2.1%,
CC(=C\C(=O)O)/C(=C\c1cccc2ccccc12)C(=O)O,-4%,5%,0.7%,-0.1%,-5%,-3%,-1%,0%,.,
COc1ccc(C2NC(=O)CS2)cc1OC (centres undefined),-6%,-4%,0.6%,1.6%,2%,14%,11%,-2%,2.4%,
O=C(CS(=O)c1ccc(C(F)(F)F)cc1[N+](=O)[O-])Oc1ccccc1 (centres undefined),-10%,22%,0.6%,1.6%,22%,6%,-9%,4%,-1.3%,
Cc1ccc(N(C(=O)C2CCCC2)C2C=CS(=O)(=O)C2)cc1C (centres undefined),1%,-6%,-0.8%,0.3%,3%,4%,0%,-10%,.,
CN(C)/C=C\C(=C/C(=O)C(F)(F)F)Nc1ccccc1Oc1ccccc1,0%,1%,0.5%,-1.1%,6%,8%,-12%,5%,-1.1%,
O=C(NCc1ccc(F)cc1)c1nc(-c2cccs2)no1,5%,4%,4.4%,-0.9%,-5%,12%,5%,-5%,-0.7%,
COc1ccc(NS(=O)(=O)c2cc(C(=O)Nc3ccccc3C(=O)O)ccc2C)cc1,-9%,0%,2.4%,-0.6%,4%,7%,2%,-3%,.,
O=C(Nc1cccnc1)c1cc(-c2ccc(Cl)c(Cl)c2)on1,-10%,5%,22%,0.6%,5%,3%,-8%,6%,.,
O=C(Nc1cc(Cl)ccc1Oc1ccccc1)C1=COCCO1,.,.,0.9%,.,-9%,2%,2%,3%,.,
Cc1cc(C)c[n+](CC(=O)c2ccc(NC(=O)c3ccccc3)cc2)c1,1%,8%,0.1%,0.0%,6%,11%,-27%,6%,1.4%,
CCC(Oc1ccc(C)cc1)C(=O)Nc1ccc2c(c1)n(C)c(=O)n2C (centres undefined),-8%,15%,0.8%,-0.6%,3%,10%,-4%,-2%,.,Dengue-2 NS5 capping pilot replicate=4.2
COc1cc(OC)c(C(=O)Nc2cccnc2)cc1OC,-2%,4%,1.7%,-0.8%,-7%,8%,-14%,-7%,.,
COc1ccc(N(C)S(=O)(=O)c2cccc(C(=O)OCC(=O)Nc3sc4c(c3C#N)CCCCC4)c2)cc1,2%,-5%,1.4%,0.5%,8%,6%,-1%,-3%,-0.8%,
CC(=O)OCCCNc1cc(SCc2ccco2)c2nonc2c1[N+](=O)[O-],0%,-27%,8.6%,-0.2%,10%,16%,44%,7%,1.3%,
COc1ccc(-c2nnc(SCC(=O)N3CCCC(C)C3)o2)c(OC)c1 (centres undefined),-9%,-12%,1.4%,-0.4%,3%,11%,2%,-6%,-0.6%,
CN(C(=O)CN1C(=O)NC(C)(CCc2ccccc2)C1=O)c1ccccc1 (centres undefined),.,.,-0.4%,.,10%,8%,5%,-6%,.,
O=C(c1nnsc1S(=O)(=O)c1ccc(Cl)cc1)N1CCOCC1,-5%,-8%,.,-1.6%,0%,5%,-29%,6%,-3.8%,
COc1cc(CCCN2C(=S)NC[C@@H]2Cc2ccccc2)cc(OC)c1OC,2%,10%,0.7%,-0.7%,4%,8%,-5%,-7%,-2.0%,
CN1C(=O)/C(=C/c2ccc(OCc3ccccc3F)cc2)N(C)C1=S,-7%,3%,1.5%,-1.7%,8%,8%,1%,-1%,.,Dengue-2 NS5 capping pilot replicate=0.6
COc1ccc(OC)c(S(=O)(=O)N2CCC(C(=O)NCCc3ccc(OC)c(OC)c3)CC2)c1,1%,2%,1.9%,0.1%,0%,-6%,-6%,4%,-2.0%,
COc1cc(OC)cc(N(C(=O)CNC(=O)c2ccco2)C(C(=O)NCC2CCCO2)c2ccccc2)c1 (centres undefined),-6%,11%,-1.1%,0.6%,6%,7%,2%,-1%,.,
CCOC(=O)[C@H]1[C@H]2COc3ccc(Br)cc3[C@@H]2N2C(=O)c3ccc(F)cc3NC(=O)[C@@]12C,.,.,0.9%,.,-2%,6%,3%,.,.,
CCc1cc2c(COC(=O)c3cccc(S(C)(=O)=O)c3)cc(=O)oc2cc1O,0%,-6%,3.6%,-0.2%,7%,8%,-7%,-6%,.,
# The list goes on.
SMILES,LYP inhibition,GPR35 antagonists,RSV CPE inhibition,West Nile virus CPE,Rac1 GTP hydrolysis,Large T inhibition,Dengue-2 NS5 capping,Salmonella PhoP GFP,ER stress rescue,others
CCOC(=O)CNC(=O)CSc1nnc(NC(=O)c2ccc3c(c2)OCO3)s1,-4%,-4%,2.4%,-0.4%,10%,9%,1%,3%,.,
O=C(N/N=C/c1ccc(Br)cc1)c1ccccc1-n1cccc1,2%,12%,-0.8%,?,11%,-4%,-2%,-3%,-1.4%,
O=C(O)c1cc(Sc2ccc(Br)cc2)nc2ccccc12,-7%,-2%,.,0.6%,2%,-3%,3%,-1%,-4.9%,
COc1ccccc1N1CCN(C2CC(=O)N(c3cccc(Cl)c3)C2=O)CC1 (centres undefined),-16%,-11%,2.6%,-0.1%,4%,2%,-14%,-1%,.,
CN1C(=O)NC(NC(=O)C2CCCCC2)(C(F)(F)F)C1=O (centres undefined),-3%,-4%,0.2%,0.2%,2%,14%,-11%,10%,.,
CC1CCc2c(cnc3ncnn23)C1 (centres undefined),-11%,5%,2.1%,0.3%,1%,8%,-12%,-1%,.,
COc1ccc(N2CCN(C(c3cccs3)C(C)NC(=O)c3ccc4c(c3)OCO4)CC2)cc1 (centres undefined),-1%,-4%,1.3%,-1.5%,7%,-3%,-11%,19%,0.0%,
O=C(NCc1cn2ccccc2n1)C1CCC(=O)N(Cc2ccccc2F)C1 (centres undefined),-8%,9%,0.1%,0.2%,8%,2%,-2%,-4%,.,
Cc1onc(-c2c(F)cccc2Cl)c1C(=O)N1CCCc2ccccc21,-8%,3%,-0.2%,0.5%,12%,-19%,-7%,24%,0.5%,
CCCCC/C(=N\NC(=O)Nc1ccccc1)c1ccccc1,4%,-2%,-0.3%,-1.4%,-3%,11%,-2%,3%,0.4%,
COCc1[nH][nH]c(=O)c1C=Nc1ccc(C(F)(F)F)cc1,-5%,1%,0.8%,0.2%,5%,10%,-11%,0%,.,
O=C(NCCCCNC(=O)c1ccc(F)cc1)c1ccc(F)cc1,-5%,-4%,0.9%,-0.4%,-4%,15%,-2%,-12%,.,
O=C(NC(=O)N1CCCCCC1)c1ccccc1,-10%,-3%,1.2%,0.5%,0%,14%,-9%,-4%,.,
CN(C(=O)C1CCN(S(=O)(=O)c2cccs2)CC1)c1ccccc1,2%,-7%,-1.6%,-0.6%,9%,11%,-5%,7%,0.9%,
CC(C)(C)c1ccc(N2C(=O)CSC2c2cccnc2)cc1 (centres undefined),-12%,14%,.,-0.5%,-3%,3%,-2%,-4%,.,
CCOC(=O)c1ccc(NC2OC(=O)c3ccccc32)cc1 (centres undefined),1%,7%,1.4%,-0.3%,4%,-12%,-7%,18%,-2.0%,
Cc1ccc(-n2nnnc2SCC(=O)Nc2ccccc2N2CCCCC2)cc1C,4%,11%,4.6%,0.3%,16%,10%,-2%,-18%,2.0%,
CCOC(=O)C1CCN(S(=O)(=O)c2ccc(CNC(=O)c3ccccc3)s2)CC1,3%,-4%,1.3%,1.2%,.,-9%,-13%,-13%,.,
COCn1c(-c2ccc(OC)cc2)nc2ccccc21,-8%,19%,0.1%,-0.4%,8%,6%,0%,4%,-3.7%,
CN(c1ccc(C(=O)NCc2ccncc2)cc1)S(=O)(=O)c1ccc(Cl)cc1,-11%,1%,11%,-1.2%,5%,3%,-2%,0%,.,
O=C(NCCN1CCOCC1)c1cc(Br)ccc1Cl,-7%,19%,-0.6%,0.3%,9%,-3%,-5%,2%,.,
COc1ccc(-c2noc(C3CCCN(C(=O)c4c(F)cccc4F)C3)n2)cc1OC (centres undefined),-7%,5%,7.6%,-0.9%,4%,4%,-9%,-2%,.,Dengue-2 NS5 capping pilot replicate=-4.0
CCOC(=O)N1CCN(CC(O)COc2ccccc2[N+](=O)[O-])CC1 (centres undefined),-9%,12%,0.2%,-0.5%,6%,22%,-2%,13%,.,
CC(C)(C)C1CCc2c(sc(NC(=O)c3ccco3)c2C(N)=O)C1 (centres undefined),-4%,23%,2.7%,1.1%,5%,-1%,-7%,3%,-3.0%,
O=C(NCC1CCCO1)C(=O)N/N=C/c1ccc(O)c(Cl)c1 (centres undefined),-1%,1%,0.9%,-0.1%,27%,30%,11%,-4%,.,

# Screening data deposited in PubChem by several laboratories.
